Compound activity as filed in PubChem.
SIRT5 block – SIRT5 desuccinylase inhibitors, primary screen, biochemical, fluorescence imaging, single point, set 5. Purified SirT5, succinyl-peptide AMC, trypsin-coupled fluorescence. inhibition, % at 15 µM. 1.1% of 330,000 active. AID 652115, 2013; in the data active means inhibition above about 15%; inconclusive means no clear call, values can overlap the other calls
Target sequence (Q9NXA8 whole entry, looked up): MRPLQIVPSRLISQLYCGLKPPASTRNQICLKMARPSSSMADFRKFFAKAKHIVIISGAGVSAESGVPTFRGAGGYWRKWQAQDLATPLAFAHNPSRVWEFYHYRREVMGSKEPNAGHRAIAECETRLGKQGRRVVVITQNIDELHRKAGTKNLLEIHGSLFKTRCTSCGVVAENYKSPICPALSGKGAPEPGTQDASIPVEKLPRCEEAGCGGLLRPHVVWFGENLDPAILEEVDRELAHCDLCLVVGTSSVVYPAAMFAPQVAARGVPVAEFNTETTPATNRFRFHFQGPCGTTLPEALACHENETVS
DENV2 CPE rescue – inhibitors of DENV2 cytopathic effect, primary screen, cell-based, plate reader, single concentration; DENV2-infected cells, cytopathic effect rescue; CPE inhibition, % at 9.99 µM; 1.7% of 350,000 active; AID 651640, 2012; in the data active means CPE inhibition above about 20%, passing the limit was not always enough; inconclusive means no clear call, values can overlap the other calls; tested in BHK-21 cells;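 further: 0% = median of neutral control wells and 100% = median of positive control wells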
LGR2 antag – inhibitors of bursicon-induced LGR2 CRE-luciferase signal, primary screen, cell-based, HEK293, CRE-luciferase reporter, bursicon stimulation; bursicon-stimulated, 4 h; inhibition, % at 9.99 µM; 0.35% of 380,000 active; AID 720647, 2013;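 active means drop in luminescence signal, shown as inhibition above about 50% in the replicate tests, limit read from the data, passing the limit was not always enough; inconclusive means probably only some replicates passing the limit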;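 further: agonist challenge used bursicon conditioned medium at about half maximal strength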
ARNT-TACC3 inh – disruptors of ARNT/TACC3 protein interaction, primary screen, biochemical, AlphaScreen, single concentration | inhibition, % at 9.99 µM | 0.66% of 390,000 active | AlphaScreen His-ARNT PAS-B/GST-TACC3 binding, luminescence; TACC3 fragment carries E629A point mutation | AID 623870, 2012 | Transforming acidic coiled-coil-containing protein 3 (Homo sapiens), Q9Y6A5;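 active means mean inhibition of replicates at least 50% and at least half of replicates each reaching 50%; inconclusive means half or more replicates reach 50% but mean below 50%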;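 further: 0% = complete ARNT plus TACC3 wells and 100% = ARNT alone without TACC3; many hits fall short of the cut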
Casp6 inh – human caspase-6 inhibitors, primary screen, biochemical, VEID-R110 fluorescence, single point, set 2 | P55212 | purified caspase-6, Z-VEID-R110 cleavage fluorescence | inhibition, % at 12.5 µM | 0.53% of 350,000 active;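 active means mean inhibition across replicates at least about 35%, with every replicate also reaching that limit, limit read from the data; inconclusive means only one of the two criteria met; inactive means neither criterion met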;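 further: 0% = median of neutral control wells and 100% = no fluorescence left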
Target sequence (P55212 24-179 limits assumed): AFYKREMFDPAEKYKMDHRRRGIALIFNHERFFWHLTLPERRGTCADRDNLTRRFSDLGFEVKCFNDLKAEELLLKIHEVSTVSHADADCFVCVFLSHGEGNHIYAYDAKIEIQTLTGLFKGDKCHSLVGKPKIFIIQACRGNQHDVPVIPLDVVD
Target sequence (P55212 194-293 limits assumed): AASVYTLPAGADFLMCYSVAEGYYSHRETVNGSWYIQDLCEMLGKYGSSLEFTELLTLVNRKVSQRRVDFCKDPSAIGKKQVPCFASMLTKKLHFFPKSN
EWS-Fli inh – EWS/Fli-driven NR0B1 reporter inhibitors, primary screen, A673 cells, NR0B1 luciferase, luminescence, MLPCN library; viability-normalised; inhibition, % at 12.6 µM; 0.67% of 350,000 active;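 active means mean inhibition of at least 50% after viability correction, with every replicate also passing that limit; inconclusive means mean reaches 50% but only one of two replicates passes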;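 further: firefly luciferase signal divided by Alamar Blue viability fluorescence both relative to DMSO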
PAX8 inh HTS – inhibitors of PAX8-driven TPO luciferase reporter, primary screen, RMG-I cells, single concentration | SteadyGlo, 24 h | inhibition, % at 12.6 µM | 1.2% of 360,000 active;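 active means mean replicate inhibition at least 60% with every replicate also reaching 60%; inconclusive means only one of the two criteria is met; inactive means mean below 60% and not all replicates reaching 60%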;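 further: luciferase light reporting Pax8 driven TPO promoter activity; plate controls were median of neutral control wells for no effect and mitoxantrone controls for full effect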
* = called active by the depositor; ? = inconclusive; nt = not tested or not shown; & = joins results of further samples.

Preview:
Sequence of screens – SIRT5 block	DENV2 CPE rescue	LGR2 antag	ARNT-TACC3 inh	Casp6 inh	EWS-Fli inh	PAX8 inh HTS
[1] Cc1ccc(S(=O)(=O)N(C)C[C@H]2OCCCC[C@@H](C)Oc3ccc(NS(=O)(=O)c4cccs4)cc3C(=O)N([C@H](C)CO)C[C@@H]2C)cc1
    2.0	0.5	-34.3	-1.1	-1.7	-14.5	-24.3
[2] CCCC#Cc1cnc2c(c1)C(=O)N([C@H](C)CO)C[C@H](C)[C@@H](CN(C)C(=O)Nc1ccccc1F)O2
    -7.6	-2.0	-6.7	-5.5	3.0	7.7	nt
[3] N[C@@H]1CC[C@H](CCn2cc(-c3ccccn3)nn2)O[C@H]1CO
    -0.7	-0.6	-6.1	74.6*	-0.3	-1.9	-2.4
[4] CCc1ccc(NC(=O)Cn2nnc(C(=O)NCCc3ccc(OC)c(OC)c3)c2N)cc1
    -2.0	0.6	2.5	-5.3	1.1	7.4	-4.6
[5] C[C@@H]1CCCCO[C@H](CN(C)Cc2ccccc2)[C@H](C)CN([C@@H](C)CO)C(=O)c2cc(NC(=O)NC3CCCCC3)ccc2O1
    1.1	-10.8	-2.7	4.9	1.6	-7.8	-0.5
[6] O=C(O)C1C2C=CC(C2)C1C(=O)Nc1cccc(C(F)(F)F)c1 (stereo not given)
    -1.3	2.3	-17.4	-2.5	4.1	6.2	19.7
[7] O=C(NCC1CCCO1)C(=O)N/N=C/c1ccc(OCc2ccccc2Cl)cc1 (stereo not given)
    nt	4.4	0.7	nt	-1.8	-91.6	-43.5
[8] Cc1cc[n+](-c2ccccc2)c2ccccc12
    1.7	-2.6	8.6	-10.2	-8.7	17.7	21.9
[9] CNC[C@@H]1Oc2ccc(NC(=O)Cc3ccccc3)cc2C(=O)N([C@@H](C)CO)C[C@H]1C
    3.0	0.6	4.8	7.1	-5.2	-0.1	-11.2
[10] C[C@@H]1CN([C@@H](C)CO)C(=O)Cc2cc(NC(=O)Cc3ccccc3)ccc2O[C@@H]1CN(C)S(=O)(=O)c1ccc(F)cc1
    -0.2	9.7	-8.3	7.8	0.2	-5.8	10.3
[11] Cc1cccc(NS(=O)(=O)c2cccc(C(=O)NCc3ccccc3CN3CCOCC3)c2)c1
    0.8	-5.5	nt	nt	0.6	2.7	15.7
[12] COc1ccccc1OCC(=O)Nc1ccc(S(=O)(=O)Nc2cc(C)on2)cc1
    -4.1	-6.9	1.3	0.9	9.7	2.6	9.9
[13] O=C(CN(Cc1ccccc1)C(=O)CNS(=O)(=O)c1ccc(Cl)cc1)NCC1CCCO1 (stereo not given)
    -12.5	-4.7	-3.3	-0.9	-1.3	-3.2	5.2

The list itself, from the start:
Sequence of screens – SIRT5 block	DENV2 CPE rescue	LGR2 antag	ARNT-TACC3 inh	Casp6 inh	EWS-Fli inh	PAX8 inh HTS
[1] Cc1ccc(S(=O)(=O)N(C)C[C@H]2OCCCC[C@@H](C)Oc3ccc(NS(=O)(=O)c4cccs4)cc3C(=O)N([C@H](C)CO)C[C@@H]2C)cc1
    2.0	0.5	-34.3	-1.1	-1.7	-14.5	-24.3
[2] CCCC#Cc1cnc2c(c1)C(=O)N([C@H](C)CO)C[C@H](C)[C@@H](CN(C)C(=O)Nc1ccccc1F)O2
    -7.6	-2.0	-6.7	-5.5	3.0	7.7	nt
[3] N[C@@H]1CC[C@H](CCn2cc(-c3ccccn3)nn2)O[C@H]1CO
    -0.7	-0.6	-6.1	74.6*	-0.3	-1.9	-2.4
[4] CCc1ccc(NC(=O)Cn2nnc(C(=O)NCCc3ccc(OC)c(OC)c3)c2N)cc1
    -2.0	0.6	2.5	-5.3	1.1	7.4	-4.6
[5] C[C@@H]1CCCCO[C@H](CN(C)Cc2ccccc2)[C@H](C)CN([C@@H](C)CO)C(=O)c2cc(NC(=O)NC3CCCCC3)ccc2O1
    1.1	-10.8	-2.7	4.9	1.6	-7.8	-0.5
[6] O=C(O)C1C2C=CC(C2)C1C(=O)Nc1cccc(C(F)(F)F)c1 (stereo not given)
    -1.3	2.3	-17.4	-2.5	4.1	6.2	19.7
[7] O=C(NCC1CCCO1)C(=O)N/N=C/c1ccc(OCc2ccccc2Cl)cc1 (stereo not given)
    nt	4.4	0.7	nt	-1.8	-91.6	-43.5
[8] Cc1cc[n+](-c2ccccc2)c2ccccc12
    1.7	-2.6	8.6	-10.2	-8.7	17.7	21.9
[9] CNC[C@@H]1Oc2ccc(NC(=O)Cc3ccccc3)cc2C(=O)N([C@@H](C)CO)C[C@H]1C
    3.0	0.6	4.8	7.1	-5.2	-0.1	-11.2
[10] C[C@@H]1CN([C@@H](C)CO)C(=O)Cc2cc(NC(=O)Cc3ccccc3)ccc2O[C@@H]1CN(C)S(=O)(=O)c1ccc(F)cc1
    -0.2	9.7	-8.3	7.8	0.2	-5.8	10.3
[11] Cc1cccc(NS(=O)(=O)c2cccc(C(=O)NCc3ccccc3CN3CCOCC3)c2)c1
    0.8	-5.5	nt	nt	0.6	2.7	15.7
[12] COc1ccccc1OCC(=O)Nc1ccc(S(=O)(=O)Nc2cc(C)on2)cc1
    -4.1	-6.9	1.3	0.9	9.7	2.6	9.9
[13] O=C(CN(Cc1ccccc1)C(=O)CNS(=O)(=O)c1ccc(Cl)cc1)NCC1CCCO1 (stereo not given)
    -12.5	-4.7	-3.3	-0.9	-1.3	-3.2	5.2
[14] CC1=C(C(N)=O)C(c2cccs2)NC(=S)N1 (stereo not given)
    -0.7	-0.3	14.3	nt	1.0	-10.3	14.7
[15] COc1ccc(C(C)=O)cc1COC(=O)CNC(=O)C1CCCCC1
    -3.8	-4.5	-25.3	-7.5	0.1	-7.5	-32.4
[16] Cc1ccccc1C(=O)/C=C1/SCC(=O)N1C
    nt	8.4	12.3	nt	-3.0	-16.0	-7.9
[17] O=C(c1ccc(Cl)c(Cl)c1)N1CCC(=O)N(C(COCc2ccccc2)Cc2ccccc2)CC1 (stereo not given)
    nt	?	-3.4	-3.2	nt	13.3	20.6
[18] Cc1ccc(S(=O)(=O)N(C)C[C@H]2Oc3cc(Br)ccc3S(=O)(=O)N([C@H](C)CO)C[C@@H]2C)cc1
    -4.8&4.0&5.1	10.6&-3.1&-0.6	7.1&0.5	-5.1&4.7	2.2&-1.1&1.0	-0.9&1.5&-8.8	-8.2&-4.3
[19] CCOc1ccccc1N1CCN(CC(=O)Nc2ccnn2C2CCCC2)CC1
    -3.0	4.0	15.0	-2.8	-1.0	0.8	7.5
[20] O=C(CCN1C(=O)/C(=C/c2ccccc2Cl)SC1=S)NN1CCOCC1
    -3.8	-3.2	4.4	-1.2	2.1	6.5	11.3

Molecules shown so far with a thiophene ring, fused or not:
Sequence of screens – SIRT5 block	DENV2 CPE rescue	LGR2 antag	ARNT-TACC3 inh	Casp6 inh	EWS-Fli inh	PAX8 inh HTS
[1] Cc1ccc(S(=O)(=O)N(C)C[C@H]2OCCCC[C@@H](C)Oc3ccc(NS(=O)(=O)c4cccs4)cc3C(=O)N([C@H](C)CO)C[C@@H]2C)cc1
    2.0	0.5	-34.3	-1.1	-1.7	-14.5	-24.3
[14] CC1=C(C(N)=O)C(c2cccs2)NC(=S)N1 (stereo not given)
    -0.7	-0.3	14.3	nt	1.0	-10.3	14.7

More structures
Sequence of screens – SIRT5 block	DENV2 CPE rescue	LGR2 antag	ARNT-TACC3 inh	Casp6 inh	EWS-Fli inh	PAX8 inh HTS
[21] O=C(CN(Cc1ccccc1)C(=O)CNS(=O)(=O)c1ccc(F)cc1)NCC1CCCO1 (stereo not given)
    -4.8	3.7	-18.5	0.2	3.0	0.5	-2.4
[22] COc1ccc(S(=O)(=O)N2CCc3ccccc32)cc1[N+](=O)[O-]
    -4.0	6.9	1.7	-26.9	-0.3	-6.5	15.2
[23] C[C@@H]1CCCCO[C@@H](CN(C)C(=O)Nc2ccc(C(F)(F)F)cc2)[C@H](C)CN([C@@H](C)CO)C(=O)c2cc(NS(=O)(=O)c3ccc(F)cc3)ccc2O1
    6.2	60.8*	7.2	-3.4	0.2	4.0	50.6
[24] CC/C(=N\NC(=O)c1ccc(N(C)C)cc1)c1ccccc1
    nt	nt	18.5	4.6	nt	nt	-21.5
[25] CCc1c(-c2ccc(Cl)cc2)ncn1CCc1ccccc1OC
    nt	3.4	9.1	nt	0.3	-36.2	-0.8
[26] O=C(NCc1ccco1)c1ccc(CS(=O)(=O)Cc2ccc(Cl)cc2)o1
    5.6	3.4	-10.8	-0.7	2.7	6.6	nt
[27] O=C(Nc1ccc(Oc2ccccc2)nc1)C1CCN(Cc2ccccc2)CC1
    -5.3	7.6	0.7	3.0	0.4	17.4	nt
[28] COc1ccc(S(=O)(=O)N2CCC3(CC2)CN(C(=O)c2cccnc2)[C@H](CO)c2c3c3ccc(OC)cc3n2C)cc1
    -1.8	-9.1	5.1	nt	1.5	7.9	nt
[29] O=C(CCc1ccccc1)NCCC1=CCCCC1
    -1.6	-21.9	nt	-2.5	0.4	-36.3	41.9
[30] C/C=C/c1ccc([C@H]2[C@@H](CO)N[C@@H]2CN(C(=O)c2ccccc2F)C(C)C)cc1
    -5.7	-3.5	-0.5	5.0	nt	2.6	13.8
[31] Cc1ccc(C)c(NC(=O)Cc2nc(CNCC(C)C)cs2)c1
    -3.6	2.7	13.1	7.4	-8.4	4.2	18.9
[32] COc1cc([N+](=O)[O-])ccc1-c1ccc(C(=O)Nc2ccc(NC(C)=O)cc2)o1
    -4.6	nt	15.3	-13.5	-1.0	-12.0	57.2
